NFkB transloc inh: inhibitors of IL-1B driven NFkB p65 nuclear import, primary screen, imaging, HUVEC, IL-1B stimulus, high-content imaging; HUVEC IL-1B NFkB p65 nuclear translocation imaging; inhibition, % at 2 µM; actives 0.43% (n = 94,000); AID 796, 2007;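 active = inhibition above about 30% together with a positive call from visual inspection of the well image, limit read from the data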;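 note: nuclear over cytoplasmic p65 intensity ratio measured by imaging; 0% = IL-1B stimulated DMSO wells and 100% = unstimulated DMSO wells; values of inactives mirror those of a sister screen read the other way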
NFkB transloc pot: enhancers of NFkB p65 translocation in HUVEC – imaging, IL-1B stimulus, high-content imaging, primary screen; activation, % at 2 µM; actives 0.3% (n = 94,000); HUVEC IL-1B NFkB p65 nuclear translocation imaging;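 active = activation above 40%, about the mean plus 3 SD, also judged a hit on visual image review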;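 note: percent activation is computed from the nuclear over cytoplasmic p65 intensity ratio; values of inactives mirror those of a sister screen read the other way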
MRP reversal: reversal of MRP1-mediated doxorubicin resistance, primary screen, H69AR cells, doxorubicin co-treatment; H69AR cells + 2 uM doxorubicin, CellTiter-Glo, 72 h; differential viability (reversal), % at 10 µM; actives 0.04% (n = 85,000); AID 602, 2007;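 active = viability drop by adding the cancer drug above about 55%, with treated viability meeting a 40% cutoff, limit read from the data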;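 note: viability without doxorubicin minus viability with 2 µM doxorubicin for each compound; larger differential means the compound sensitizes cells more to doxorubicin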
Bcl-B TR3 displacers: displacers of TR3 peptide from Bcl-B, primary screen, selectivity assay for Bfl-1 inhibitor project, biochemical, fluorescence polarization; Bcl-2-like protein 10 (Homo sapiens); FP displacement of FITC-TR3 peptide from Bcl-B; higher % means a stronger effect; displacement, % at 20 µM, or IC50 in µM where a hit was titrated; actives 0.11% (n = 96,000);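 active = displacement above 50% at 20 µM plus a fluorescence interference ratio under 1.5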;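 note: plate controls were wells without compound for no effect and wells lacking Bcl-B protein for full effect; a part of the inactive calls stands beside numbers as strong as those of hits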
PLAP inhibitors HTS: PLAP enzyme inhibitors, biochemical, luminescence, HTS (AID 690) | Alkaline phosphatase, placental type (Homo sapiens) | purified PLAP, luminescent substrate; higher % means a stronger effect | one-dose inhibition, % at 20 µM; IC50 in µM for titrated hits | actives 0.08% (n = 96,000); in the data active = a potency from the dose series; inactive = the rest, 99 in 100 with inhibition below about 30%; note: strong numbers were not always called active
MRP reversal cytotoxicity: also measured in MRP reversal; calls as there; viability, %; H69AR cells, CellTiter-Glo, 72 h; measured here: cytotoxicity without doxorubicin
MRP reversal with doxorubicin: recorded beside MRP reversal, whose call it bears; viability, %; measured here: viability with 2 uM doxorubicin; stronger effect = lower value
NFkB transloc inh cell count 2 µM: also measured in NFkB transloc inh; calls as there; cell count; measured here: cells passing quality filter;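 raw number of nuclei counted in each imaged well without normalization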
NFkB transloc pot cell count 2 µM: also measured in NFkB transloc pot; calls as there; cell count; measured here: cells passing quality filter
Starred values were filed as active, the others as inactive; . = not tested or not shown. Only part of the results is shown; count on the stated rates, not on these rows.

SMILES	NFkB transloc inh	NFkB transloc inh cell count 2 µM	NFkB transloc pot	NFkB transloc pot cell count 2 µM	MRP reversal	MRP reversal cytotoxicity	MRP reversal with doxorubicin	Bcl-B TR3 displacers	PLAP inhibitors HTS
CC(C)NC(=O)N(O)C1N(Cc2ccc3c(c2)OCO3)C(=S)SC1(C)C (configuration not stated)	-14	75	14	75	2	97	95	6%	-26%
CCN(CC)S(=O)(=O)c1ccc(-c2nnc(SC)o2)cc1	-4	195	4	195	3	104	102	-3%	-9%
CN(C)S(=O)(=O)c1ccc(NC(=O)c2cc(F)c(F)cc2Cl)cc1	15	157	-15	157	8	86	78	1%	4%
Cc1noc(C)c1S(=O)(=O)N(CC(=O)N1CCc2ccccc21)c1ccc(C(C)C)cc1	-9	161	9	161	18	85	67	9%	-16%
CC(=O)Nc1ccc(Cl)c(C(N)=O)c1	-9	75	9	75	-5	94	99	-6%	17%
COc1ccccc1NS(=O)(=O)c1ccc2oc(SC3CCOC3=O)nc2c1 (configuration not stated)	0	71	1	71	20	106	87	-4%	-41%
COC(=O)c1ccc(C2C(C(=O)Nc3ccccc3C)=C(C)Nc3ncnn32)cc1 (configuration not stated)	9	85	-9	85	18	102	84	-14%	19%
O=C(CC(=O)c1ccccc1O)c1cccc(F)c1	2	139	-2	139	.	.	.	-10%	17%
O=C(O)CCCC(=O)N1CCc2cc(S(=O)(=O)N3CCc4ccccc43)ccc21	-3	155	3	155	15	93	77	5%	-37%
O=C(CSC(=S)N1CCCCC1)Nc1nc(-c2ccccc2)c(-c2ccccc2)o1	0	80	0	80	.	.	.	0%	7%
COc1ccc(N2CCN(C(=O)c3sc4nc(-c5ccc(F)cc5)cn4c3C)CC2)cc1	.	.	.	.	1	63	62	-4%	-35%
CC1CCN(c2nc3c(c(=O)n(C)c(=O)n3C)n2CCSc2nc3ccccc3s2)CC1	-6	129	5	129	37	56	19	-10%	-40%

Five of these compounds in another layout:
Every second line gives: NFkB transloc inh, NFkB transloc inh cell count 2 µM, NFkB transloc pot, NFkB transloc pot cell count 2 µM, MRP reversal, MRP reversal cytotoxicity, MRP reversal with doxorubicin, Bcl-B TR3 displacers, PLAP inhibitors HTS
- CC(C)NC(=O)N(O)C1N(Cc2ccc3c(c2)OCO3)C(=S)SC1(C)C (configuration not stated)
→ -14, 75, 14, 75, 2, 97, 95, 6%, -26%
- CCN(CC)S(=O)(=O)c1ccc(-c2nnc(SC)o2)cc1
→ -4, 195, 4, 195, 3, 104, 102, -3%, -9%
- CN(C)S(=O)(=O)c1ccc(NC(=O)c2cc(F)c(F)cc2Cl)cc1
→ 15, 157, -15, 157, 8, 86, 78, 1%, 4%
- Cc1noc(C)c1S(=O)(=O)N(CC(=O)N1CCc2ccccc21)c1ccc(C(C)C)cc1
→ -9, 161, 9, 161, 18, 85, 67, 9%, -16%
- CC(=O)Nc1ccc(Cl)c(C(N)=O)c1
→ -9, 75, 9, 75, -5, 94, 99, -6%, 17%

(list continues)
SMILES	NFkB transloc inh	NFkB transloc inh cell count 2 µM	NFkB transloc pot	NFkB transloc pot cell count 2 µM	MRP reversal	MRP reversal cytotoxicity	MRP reversal with doxorubicin	Bcl-B TR3 displacers	PLAP inhibitors HTS
COc1cc(C(=O)NNC(=O)NC2CCCCC2)cc(OC)c1OC	3	137	-3	137	.	.	.	-1%	11%
Cc1nc2c(C(=O)O)cnn2c(C)c1Cc1ccccc1F	.	.	.	.	10	85	75	2%	-5%
CCOC(=O)N1CCN(C(=O)C2CC(=O)N(Cc3ccc(OC)cc3)C2)CC1 (configuration not stated)	2	147	-2	147	.	.	.	-3%	12%
CCN1C(=O)/C(=C/N(C(C)=O)c2ccccc2)N(c2ccccc2)C1=S	43*	81*	-43	81	-9	16	25	0%	-46%
Cc1cc2nnc(SCc3ccccc3)n2c(N)n1	.	.	.	.	.	.	.	-8%	11%
COc1ccc(CN2C(=O)c3cccnc3C2Nc2cc(Cl)ccc2OC)cc1 (configuration not stated)	.	.	.	.	19	88	69	13%	15%
COC(=O)c1cc(Br)c(=O)n(Cc2ccc(C(=O)O)cc2)c1	1	99	-1	99	3	88	85	-2%	1%
O=C(/C=C/c1ccccc1)N1CCN(c2cccc(Cl)n2)CC1	8	164	-8	164	.	.	.	1%	2%
Cc1cc(OCCN2CCCCC2)nc2ccccc12	0	159	0	159	2	99	97	7%	4%
CCOC(=O)N1CCC(n2c(SCC(=O)N3CCCC3)nc3ccccc3c2=O)CC1	-15	127	15	127	.	.	.	8%	-38%
CC(C)c1nc(SCC(=O)NCc2ccccc2)n[nH]1	-12	123	12	123	3	102	99	-9%	14%
Cc1cc(Cl)ccc1Oc1ncnc2oc(-c3ccccc3)cc12	-11	162	11	162	.	.	.	-18%	2%
O/N=C1/CCCCC1c1ccccn1 (configuration not stated)	.	.	.	.	1	104	103	-1%	7%
O=C(CSc1ncn[nH]1)N1CCN(S(=O)(=O)c2ccccc2)CC1	-17	159	17	159	28	105	77	76%	-86%
COCCNC(=O)CN(C)S(=O)(=O)c1ccc2c(c1)OCCO2	-6	177	6	177	14	97	83	1%	-8%
O=c1c2ccccc2ncn1-c1ccc2c(c1)OCCO2	16	108	-16	108	.	.	.	6%	-3%
Cc1ccccc1-c1ccc(C=Nc2c(C)n(C)n(-c3ccccc3)c2=O)o1	-3	196	3	196	22	98	75	-20%	-2%
Cc1csc(C(C#N)C(=O)c2ccncc2)n1 (configuration not stated)	.	.	.	.	12	89	77	5%	6%
CC(=O)Nc1ccc(S(=O)(=O)Nc2nccc(C3Cc4ccccc4C(=O)O3)n2)cc1 (configuration not stated)	-3	152	3	152	0	96	96	-5%	10%
O=C(OCc1cc2ccccc2[nH]c1=O)c1ccco1	-6	160	5	160	-4	86	91	2%	-1%
CNC(=O)COC(=O)c1cccnc1SC	-17	157	17	157	8	102	94	9%	12%
O=C(CN1CCCCC1)Nc1ccc(S(=O)(=O)NC2CCCCC2)cc1	0	137	0	137	11	86	76	-2%	-52%
CCn1cc(C(=O)N2CCc3ccccc32)c(=O)c2cc(S(=O)(=O)N3CCOCC3)ccc21	6	169	-6	169	-8	73	82	-183%	-37%
O=C1Nc2ccccc2OC1CC(=O)N1CCN(c2cccc(C(F)(F)F)c2)CC1 (configuration not stated)	-4	88	4	88	-9	67	76	-6%	-52%

Part of the list above with just NFkB transloc inh cell count 2 µM and PLAP inhibitors HTS.
Structure	NFkB transloc inh cell count 2 µM	PLAP inhibitors HTS
CC(C)c1nc(SCC(=O)NCc2ccccc2)n[nH]1	123	14%
Cc1cc(Cl)ccc1Oc1ncnc2oc(-c3ccccc3)cc12	162	2%

(more compounds)
SMILES	NFkB transloc inh	NFkB transloc inh cell count 2 µM	NFkB transloc pot	NFkB transloc pot cell count 2 µM	MRP reversal	MRP reversal cytotoxicity	MRP reversal with doxorubicin	Bcl-B TR3 displacers	PLAP inhibitors HTS
Cc1cccc(C)c1NC(=S)NC(=O)CCc1ccccc1	1	140	-1	140	.	.	.	-7%	7%
COCCCN(C(=O)Nc1cccc(Cl)c1)C(C)c1ccccn1 (configuration not stated)	-2	172	1	172	7	97	89	.	.
COc1ccc(C)cc1NC(=O)CSc1nnc(COc2ccc(C)cc2)n1Cc1ccco1	9	121	-9	121	-22	67	89	-3%	-9%
O=C(/C=C/c1ccc(Cl)cc1Cl)NCc1ccco1	-3	160	3	160	.	.	.	0%	19%
O=S(=O)(c1ccc(F)cc1)N1CCN(c2ncnc3c2cnn3-c2ccccc2)CC1	-5	145	5	145	1	92	91	-2%	22%
CCC(CC)C(=O)N=C1SC2CS(=O)(=O)CC2N1CCc1ccc(OC)cc1 (configuration not stated)	6	139	-6	139	1	87	86	4%	-2%
CCOC(=O)C1(C(F)(F)F)N=C(c2cccnc2)OC(N2CCOCC2)=N1 (configuration not stated)	1	170	-1	170	-14	78	92	11%	-28%
COc1cc(NC(=O)C(F)(F)F)cc(OC)c1	0	155	0	155	-15	89	104	-5%	12%
COc1ccccc1NC(=O)CN(c1ccc(C23CC4CC(CC(C4)C2)C3)cc1)S(C)(=O)=O	0	134	0	134	.	.	.	4%	3%
COC(=O)CSc1nnnn1-c1cccc2ccccc12	1	135	-1	135	8	105	97	1%	-7%
Cc1cc(=O)n(CCC(=O)O)c2ccccc12	-4	124	4	124	-9	95	104	1%	0%
O=C(Nc1ccc(-c2nnc(-c3ccccc3)o2)cc1)C1CCCO1 (configuration not stated)	-12	103	12	103	8	86	78	-5%	5%
CN(C)c1ccnc2sc(C(=O)NCc3ccccc3)c(N)c12	-1	51	1	51	-2	101	103	-2%	5%
CSc1cccc(NC(=O)CN(c2ccccc2)S(=O)(=O)N(C)C)c1	1	138	-1	138	11	93	82	7%	-2%
c1ccc(-c2cc(-c3nn4c(-c5ccco5)nnc4s3)c3ccccc3n2)cc1	-3	159	3	159	-17	27	44	8%	-46%
CCOc1ccc(-n2c(Cc3ccccc3)nnc2SCc2c(C)noc2C)cc1	-13	115	13	115	6	78	72	10%	-38%
CCOc1ccccc1CNS(=O)(=O)c1ccc2[nH]c(=O)sc2c1	.	.	.	.	-15	63	78	-6%	-52%
Cc1ccc(S(=O)(=O)N2CCCCC2)cc1C(=O)Nc1ccc2cn[nH]c2c1	-8	196	8	196	-8	87	95	6%	-74%
COC(=O)CSc1nnc(CNC(=O)Cc2ccccc2)n1C	-10	233	10	233	-16	82	97	-6%	-2%
COC(=O)c1[nH]c2cccc(Cl)c2c1NC(=O)CN1CCCCC1C (configuration not stated)	1	100	-1	100	-3	90	93	4%	-48%
CCN(CC)CCCNC(=O)CCc1ccccc1	-4	149	4	149	1	97	97	12%	-45%
Fc1ccc(-c2cc3nc4c(c(N5CCOCC5)n3n2)CCCC4)cc1	-10	127	10	127	2	35	33	-5%	-67%
CCOC(=O)N1CCC(NC(=O)Cn2ncc3ccccc32)CC1	-9	212	9	212	9	103	94	-3%	14%
CSc1nc2ccccc2cc1/C=C(\C#N)c1ccc(Cl)cc1Cl	-35	178	35	178	.	.	.	-33%	14%
O=C(Nc1ccccc1F)N(CCCN1CCOCC1)Cc1cc2cc3c(cc2[nH]c1=O)OCCO3	7	124	-7	124	1	65	64	7%	-47%
Cc1ccc2c(c1)nnn2C1CCN(C(=O)NC23CC4CC(CC(C4)C2)C3)CC1	-12	162	12	162	23	96	73	-3%	14%
COc1ccccc1NC(=O)/C=C/C(N)=O	44*	88*	-44	88	-64	2	66	9%	6%
COc1cc(OC)cc(-n2nnnc2SCC(=O)N2CCCc3ccccc32)c1	5	91	-5	91	8	81	74	-4%	-5%
OC(CN(c1ccccc1)c1ccccc1)Cn1cnc2ccccc21 (configuration not stated)	3	88	-3	88	-27	50	77	1%	-57%
COC(=O)CSc1nc(N)c2c3c(sc2n1)CCCC3	.	.	.	.	22	106	84	-6%	-40%
O=c1c(-c2ccccc2)[n+]([O-])c2ccccc2n1O	-10	136	10	136	5	95	91	39%	-29%
O=C(C1CC1)N1CCN=C1SCc1ccccc1	.	.	.	.	15	93	78	-2%	-2%
CC(=O)c1cc(CN2C(=O)CCC2=O)cs1	4	123	-4	123	-5	93	98	7%	3%
O=C(Cc1cccs1)NCc1cn2ccccc2n1	-14	49	14	49	-2	96	98	30%	23%
O=C(Nc1cccc(O)c1)c1cc(S(=O)(=O)N2CCCC2)ccc1Cl	-24	151	24	151	9	87	78	1%	17%
O=C(CNC(=O)OCc1ccccc1)Oc1cc2oc(=O)cc(-c3ccccc3)c2cc1Cl	-8	124	8	124	.	.	.	-23%	6%
COC(=O)C1=C(C)OC(N)=C(C#N)C1c1ccsc1 (configuration not stated)	-9	124	9	124	4	101	98	.	.
COC(=O)c1ccccc1NC(=O)CSc1n[nH]c(C)n1	-5	141	5	141	19	99	80	.	.
Cn1c(=O)n(C)c2cc(/C=N/NC(=O)c3cccc(Br)c3)ccc21	4	151	-4	151	.	.	.	6%	4%
COC(=O)c1onc(C(=O)c2ccccc2)c1C(=O)OC	-14	143	14	143	12	95	82	-5%	7%
CC12CCC(C(=O)N3CCN(C(=O)C45CCC(C)(C(=O)O4)C5(C)C)CC3)(OC1=O)C2(C)C	-5	115	5	115	-1	80	81	.	.
Cn1c(=N)c(S(=O)(=O)c2ccccc2)cc2c(=O)n3ccccc3nc21	-27	131	27	131	30	60	29	.	16%
